Assay outcomes (PubChem BioAssay)
PDI turbidity: PDI (human) enzyme inhibition; PDI insulin aggregation turbidity, A650, 90 min; inhibition, % at 10 µM; 350,000 tested, 0.052% active; AID 588391;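 active = mean inhibition across replicates of 30% or more, whatever share of single replicates reach that level; inconclusive = mean inhibition below 30% while every single replicate reaches 30%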;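 note: absorbance from insulin aggregation driven by PDI reduction with DTT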
Target sequence (P07237 whole entry, looked up): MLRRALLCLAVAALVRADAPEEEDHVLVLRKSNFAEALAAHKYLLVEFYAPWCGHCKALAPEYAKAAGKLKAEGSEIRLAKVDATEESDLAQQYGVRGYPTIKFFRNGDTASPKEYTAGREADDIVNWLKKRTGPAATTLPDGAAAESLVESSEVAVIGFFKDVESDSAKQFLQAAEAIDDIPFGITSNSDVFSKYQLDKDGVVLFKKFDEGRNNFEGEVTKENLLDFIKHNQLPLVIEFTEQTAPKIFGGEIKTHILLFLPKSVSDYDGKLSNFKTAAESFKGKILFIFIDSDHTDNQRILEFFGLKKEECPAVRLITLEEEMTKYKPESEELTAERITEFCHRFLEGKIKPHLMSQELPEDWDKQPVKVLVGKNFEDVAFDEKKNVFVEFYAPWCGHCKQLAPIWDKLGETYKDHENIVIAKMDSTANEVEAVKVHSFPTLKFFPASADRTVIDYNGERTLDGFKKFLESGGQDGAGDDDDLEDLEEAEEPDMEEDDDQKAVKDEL
aDG glyco up: increases alpha dystroglycan glycosylation | Pro5-aDG cells, alpha-DG glycosylation AlphaScreen (IIH6); 0% Pro5, 100% B10-LARGE cell signal | activation, % at 10 µM | 360,000 tested, 0.22% active | AID 624168;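 active = activation of at least 8% versus controls, or a plate z-score of at least 8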;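 note: Pro5 are CHO cells carrying HIG-tagged alpha-DG that lacks glycosylation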
HIF-2a inh: HIF-2a inhibition | AID 624352 | inhibition, % at 18.8 µM | 786-0 RCC cells HIF-2a reporter, luciferase luminescence, overnight | 360,000 tested, 0.72% active;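 active = inhibition of the luminescence signal of 40% or more relative to plate controls, in a single-dose primary screen at 18.75 µM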
Peg3 prom inh: reduces Peg3 promoter-driven luciferase expression in HeLa; 360,000 tested, 1.7% active; inhibition, % at 20 µM; AID 588405; HeLa PEG-Prom luciferase reporter, luminescence, overnight;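 active = inhibition of at least 50% at 20 µM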
Vif inh: inhibitors of HIV Vif; AID 602346; HEK293T cells, Vif self-association by quenched fluorescence, imaging, 24 h; inhibition, % at 7.49 µM; 340,000 tested, 0.35% active; in the data active = inhibition above about 50%, passing the limit was not always enough; inconclusive = no clear call, values can overlap the other calls; inactive = below about 31%; note: some results filed as inactive read as strong as hits
CaV13 ICDI inh: Primary screen for inhibitors of IQ motif and Ca2+-dependent inactivation inhibitor domain binding in CACNA1D, Förster resonance energy transfer in living cells, … | HEK cells, CFP/YFP FRET ICDI-IQ, plate reader, 10 min; percent FRET-ratio fall versus neutral wells | inhibition, % at 12.3 µM | 340,000 tested, 0.098% active | AID 743397;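 active = mean replicate inhibition of at least 30% and at least 1% of replicates passing that level; inconclusive = only one of the two criteria is met; inactive = neither criterion is met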;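 note: 0% = median of the neutral control wells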
Exocytosis inh: blocks lytic granule exocytosis. TALL-104 LAMP-1 surface exposure, flow cytometry; cells stimulated with thapsigargin and PMA. inhibition, % at 10 µM. 360,000 tested, 0.66% active;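 active = inhibition above about 55%, limit read from the data; inconclusive = no clear call, values can overlap the other calls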
NR2E3 ag-1: agonists of human nuclear receptor NR2E3; Q9Y5X4; GST-NR2E3/biotin-RetCOR TR-FRET, 1536-well; inhibition of corepressor binding, % at 4.78 µM; 320,000 tested, 0.12% active; AID 2300;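 active = percent inhibition above the cutoff of mean plus 3 SD of all tested compounds, set per screening campaign, cut at about 20% in these data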;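 note: 0% = DMSO wells and 100% = biotin wells as full block of FRET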
Target sequence (Q9Y5X4 whole entry, looked up): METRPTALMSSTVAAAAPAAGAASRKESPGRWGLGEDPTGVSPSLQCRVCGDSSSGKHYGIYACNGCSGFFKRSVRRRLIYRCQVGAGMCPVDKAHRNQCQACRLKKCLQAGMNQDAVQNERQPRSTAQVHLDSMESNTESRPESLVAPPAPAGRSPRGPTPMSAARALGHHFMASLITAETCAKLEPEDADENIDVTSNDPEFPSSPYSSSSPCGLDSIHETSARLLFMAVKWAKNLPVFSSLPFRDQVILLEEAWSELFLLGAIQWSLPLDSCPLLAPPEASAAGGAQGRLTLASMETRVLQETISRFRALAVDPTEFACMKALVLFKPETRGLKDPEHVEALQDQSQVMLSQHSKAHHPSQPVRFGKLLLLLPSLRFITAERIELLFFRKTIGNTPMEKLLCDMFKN
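Material: NR2E3–RetCOR corepressor complex / Amount: 1.35 nM GST-NR2E3 / Medium: Tris pH 7.5 / Compound: single nominal compound dose of 4.8 µM / Incubation: 5 h at 4 °C / Technique: TR-FRET, Eu(K)-anti-GST donor, streptavidin-D2 acceptor, ex 340, em 617/671 nm / Read-out basis: percent loss of FRET ratio relative to control wells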
TRPM1 prom inh: reduces MITF-dependent TRPM1 promoter luciferase signal; SK-MEL-5 TRPM1 promoter luciferase, 24 h; inhibition, % at 12.5 µM; 330,000 tested, 0.83% active;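 active = mean inhibition across replicates of 60% or more, whatever share of single replicates reaches that level; inconclusive = some that reach 60%, reason not given; inactive = mean inhibition across replicates below 60%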; note: values of inactives mirror those of a sister screen read the other way
NR2E3 ag-2: activates human NR2E3 receptor; Q9Y5X4; CHO-S Gal4-NCOR/VP16-NR2E3 two-hybrid, luciferase; inhibition of corepressor binding, % at 3.98 µM; 360,000 tested, 0.35% active; AID 602229;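 active = inhibition above the mean of all tested compounds plus 3 SD, cut at about 70% in these data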;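 note: 0% = DMSO with NR2E3 transfected cells and 100% = cells lacking NR2E3 construct; higher means lower luciferase signal from less NR2E3 corepressor binding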
iPSC survival up: increases survival of single human iPS cells. 360,000 tested, 0.044% active. hiPSC single-cell survival, ATPlite luminescence; 100% = ROCK inhibitor wells, 0% = DMSO. survival enhancement, % at 20 µM. AID 602274; in the data active = survival enhancement above about 18%;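 note: cells exposed to compounds for 16 hours before the ATP read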
Numbers without * were called inactive; ? = inconclusive; / = no result given.

SMILES	PDI turbidity	aDG glyco up	HIF-2a inh	Peg3 prom inh	Vif inh	CaV13 ICDI inh	Exocytosis inh	NR2E3 ag-1	TRPM1 prom inh	NR2E3 ag-2	iPSC survival up
Cn1c(CN2CCN(c3ccc(Cl)cc3)CC2)nc2ccccc21	-4	0.0	14	34	3	-5	-4	1	7	27	4.9
CCOC(=O)C(C)n1cnc2c(nnn2-c2cccc(OC)c2)c1=O (configuration not stated)	2	-0.1	-57	-48	/	-19	4	1	-28	-47	-0.1
CCCn1c(=N)c(S(=O)(=O)c2ccc(F)cc2)cc2c(=O)n3ccccc3nc21	12	-0.2	9	14	-7	21	-1	0	-12	-9	-0.4
CC1Oc2ccccc2N(CC(=O)NCc2ccc3c(c2)OCO3)C1=O (configuration not stated)	20	0.2	-194	-134	-4	-4	17	-1	-60	-53	-0.7
Cc1nc2ccccc2c(=O)n1/N=C/c1ccccc1O	-3	0.0	-187	-80	-4	2	2	-1	-19	-64	-0.4
COc1ccccc1N1CCN(CC(=O)Nc2c(C)n[nH]c2C)CC1	10	-0.1	22	15	10	-5	-2	4	-1	-13	1.9
COc1ccc(CCNc2oc(COc3ccccc3F)nc2C#N)cc1	2	0.1	-37	-28	-8	-4	3	0	-16	-21	0.2
CC1(C)Cc2ccccc2-c2nnc(SCC(=O)Nc3ccc4c(c3)OCO4)n21	7	0.1	-32	8	-13	-3	-10	1	10	-9	0.2
O=C1Oc2ccccc2C(=O)/C1=C/N1CCN(c2ccccc2F)CC1	1	0.2	16	20	5	1	-12	1	18	-3	-0.1
COc1cc2[nH]c(=S)n(Cc3ccco3)c(=O)c2cc1OC	-4	0.3	2	15	-10	-10	1	3	4	17	-2.2
NC(=O)CSCc1c(Cl)cccc1Cl	4	-0.1	-5	6	14	-8	-1	0	2	4	-0.7
CC[C@@]12C(=O)N(c3cccc(Br)c3)C(=O)N1[C@H](c1ccc(OC)cc1)[C@@H]1C(=O)N(C(C)(C)C)C(=O)[C@@H]12	-5	-0.2	12	0	-4	-5	-4	1	1	-12	1.8
O=C(NNc1nc2c(F)cccc2s1)C1COc2ccccc2O1 (configuration not stated)	4	-0.2	-12	0	-5	5	1	-2	-10	-58	-0.2
COC(=O)[C@@]1(Cc2ccc(F)cc2)[C@H]2c3cc(C(=O)N4CCCC4)n(Cc4ccccc4)c3C[C@H]2CN1C(=O)c1ccccc1	/	0.1	-30	/	/	-7	-2	/	/	-12	-0.8
Cc1ccc(S(=O)(=O)N2CCCCC2)cc1NC(=O)Cn1cnnn1	1	-0.1	19	0	2	-4	3	1	-12	-36	-0.6
Cc1cc(=O)c(C(=O)Nc2cccc(C(=O)NC3CC3)c2)nn1-c1ccccc1Cl	-2	-0.1	2	6	?	-5	1	2	5	-8	-1.0
O=C(NNc1ccccc1)C(=O)NNS(=O)(=O)c1ccc(CCCl)cc1	-8	0.4	10	10	-3	-2	2	0	-2	39	0.2
COc1ccc(CCC(=O)N2CCN(c3cccc(C)c3C)CC2)cc1	2	0.2	-2	21	-5	-5	15	3	-1	21	-0.7
C=C[C@H](CC(C)C)N(Cc1ccccc1)S(=O)(=O)N(Cc1ccccc1)[C@@H](C=C)CC(C)C	0	0.7	4	12	2	-9	-1	/	2	-8	-3.0
COc1ccc(Cl)cc1NC(=O)CSc1nnc(CN2CCOCC2)n1-c1ccc(Cl)cc1	2	0.1	-5	11	/	-1	5	0	-6	-13	2.0

Limited to NR2E3 ag-1 and aDG glyco up (2 entries from above):
Structure	NR2E3 ag-1	aDG glyco up
CC[C@@]12C(=O)N(c3cccc(Br)c3)C(=O)N1[C@H](c1ccc(OC)cc1)[C@@H]1C(=O)N(C(C)(C)C)C(=O)[C@@H]12	1	-0.2
O=C(NNc1nc2c(F)cccc2s1)C1COc2ccccc2O1 (configuration not stated)	-2	-0.2

More compounds.
SMILES	PDI turbidity	aDG glyco up	HIF-2a inh	Peg3 prom inh	Vif inh	CaV13 ICDI inh	Exocytosis inh	NR2E3 ag-1	TRPM1 prom inh	NR2E3 ag-2	iPSC survival up
COc1cc(/C=N\Nc2nc(-c3cccs3)c(NC(C)=O)s2)ccc1O	-4	-0.2	3	-33	2	-5	1	-1	9	-18	-0.2
CC(C)(C)Cc1c(-c2ccccc2)nc2ccc(Br)cn12	-9	0.3	-97	-76	0	-5	-3	/	/	-36	-1.8
CCN(CC)S(=O)(=O)c1ccc(NC(=O)COC(=O)c2cnc(C)cn2)cc1	2	0.0	2	16	/	-4	8	-2	7	-22	0.2
COc1ccc(OCc2nc(N)nc(Nc3ccccc3)n2)cc1	-6	0.0	-62	-47	-8	/	-3	1	-7	1	7.8
Cc1cccc(/C=C/c2ccccc2)n1	-3	-0.2	-191	-147	-3	-6	0	/	/	-45	-3.3
COC(=O)c1ccccc1NC(=O)c1cccc(NC(=O)c2ccc(Br)o2)c1C	-4	0.1	4	9	/	-7	-2	0	-2	-11	-0.8
CCCCc1ccc(NC(=S)NCCc2ccc(S(N)(=O)=O)cc2)cc1	4	0.3	10	18	-6	-5	0	2	14	2	-0.5
CCOC(=O)C1=C(O)/C(=C/c2ccc(OCC(=O)O)c(OC)c2)SC1=Nc1ccc(OC)cc1	-6	-0.2	5	4	1	/	7	-4	10	-21	-1.4
CC(=O)NCCNC(=O)[C@H](Cc1ccccc1)NC(=O)c1cccs1	-4	-0.1	-7	-1	2	-6	1	0	12	-32	-2.1
CC(=O)N1CCSc2ccc(S(=O)(=O)NCCc3ccc(C)cc3)cc21	-10	0.4	-8	-1	-4	-3	62*	3	13	45	-0.1
CCOc1ccc(N(CC(=O)NN=C2CCCC2)S(C)(=O)=O)cc1	7	0.4	16	6	-4	-18	3	-1	6	-28	4.6
COc1ccccc1C(=O)C(O)c1ccccc1OC (configuration not stated)	8	0.1	16	4	-12	-3	-4	0	4	-10	-1.1
O=C(CNC(=O)OCc1ccccc1)OC(c1ccccc1)c1ccccc1	-3	0.4	9	-6	-9	-5	0	/	-7	-10	0.0
CCc1nc2c(cnn2-c2ccc(Cl)cc2)c(=O)n1-c1ccc(OC)cc1	4	1.9	18	38	/	-4	0	2	-7	-9	1.1
COc1ccc(CCNC(=O)CSc2ccc(-c3ccncc3)nn2)cc1	0	0.0	8	0	7	-14	1	4	4	-10	1.0
CCN(CC)S(=O)(=O)c1cccc(NC(=O)C2SC(=Nc3ccc(C)cc3C)C(C(=O)NCC3CCCO3)=C2N)c1 (configuration not stated)	5	0.2	3	6	-8	-11	-1	2	6	18	1.8
Cn1ncc(Cl)c1C(=O)NCC1CCCO1 (configuration not stated)	-6	0.0	4	9	-6	-6	2	2	4	-13	-0.5
CC(C)COC(=O)c1ccc(NC(=O)C2C3C=CC(C3)C2C(=O)O)cc1 (configuration not stated)	-2	-0.2	-72	-135	0	-7	-3	-1	-103	-56	-1.1
COC(=O)c1c(C(=O)OC)c(-c2ccc(C(C)(C)C)cc2)n2c1CS(=O)C2 (configuration not stated)	-1	0.7	10	11	-9	4	0	-2	3	-5	-2.3
CC(C)c1cc(NC(=O)CCl)on1	-19	0.1	7	15	0	-5	-1	2	-2	17	-2.7
NC(=O)C(c1ccc(Cl)cc1)c1ccc(Sc2ccccc2)nn1 (configuration not stated)	-5	0.4	10	-1	0	-5	0	5	-12	37	-0.8
O=C(NCc1ccccn1)C1CN(S(=O)(=O)c2ccccc2)CCN1S(=O)(=O)c1ccccc1 (configuration not stated)	-4	1.3	-3	20	-2	-4	1	2	12	-5	0.4
Cc1ccc(-n2nnc(-c3cc4ccccc4nc3Cl)n2)cc1	-3	-0.1	-160	-362	-3	-11	2	7	/	-20	0.1
CCOC(=O)c1sc(NC(=O)c2cccc(S(=O)(=O)N3c4ccccc4CC3C)c2)cc1C (configuration not stated)	-9	0.2	10	-2	-4	-16	3	-1	6	-29	0.1
Nc1c2c(nc3sc4c(c13)CCCC4)-c1ccccc1CC2	-2	0.4	-276	-232	1	-4	12	-2	-47	-164	-0.8
Cc1ccnc(NS(=O)(=O)c2ccc(NC(=O)Cc3c(F)cccc3Cl)cc2)n1	-13	-0.2	17	8	-1	-4	0	1	3	-10	0.5
COc1ccc(C(=O)N/N=C(\C)c2ccc3c(c2)C2C=CCC2C(c2ccccc2)N3)cc1 (configuration not stated)	16	-0.3	-17	-17	2	/	3	-5	-2	-27	-0.1
Cc1[nH][nH]c(=O)c1C(c1ccc(N(C)C)c(Br)c1)c1c(C)[nH][nH]c1=O	3	0.1	3	17	-2	-7	-2	-1	12	0	-0.6
COc1ccc(C(=O)CC(=O)c2ccccc2O)cc1OC	5	-0.3	-157	-125	1	0	0	4	-64	-62	2.2
COCCN(Cc1cc2cc(C)ccc2nc1Cl)C(=O)Nc1ccccc1OC	-2	0.4	18	19	5	-2	-13	1	/	-8	2.7
COc1cc(C)ccc1S(=O)(=O)NC(=O)C1(C)CCN1C(=O)c1ccc(C(F)(F)F)nc1C (configuration not stated)	-1	0.1	5	4	3	-9	3	/	/	4	2.5
CCCS(=O)(=O)c1c(S(=O)(=O)CCC)c2ccccn2c1C(=O)OC	4	0.0	12	3	-1	-4	-2	2	-4	-11	-0.5
CC(=NNC(=O)CCC(=O)Nc1ccccc1Cl)c1ccco1	-10	0.2	4	-6	2	-6	-3	/	4	-2	-1.6
O=C(NCCC1=CCCCC1)C1CCN(S(=O)(=O)c2ccc(Br)s2)CC1	-5	0.6	20	-1	-1	-5	0	-3	-6	11	2.0
c1ccc(-n2nnnc2SCc2ccccn2)cc1	6	0.0	-47	-20	6	-4	5	0	-10	-14	5.7
COCCNc1oc(-c2ccc(F)cc2)nc1C#N	-1	-0.2	-75	-71	-1	-5	0	5	-26	-30	0.6
COc1ccccc1C1CN=NC12CCCc1ccccc1C2=O (configuration not stated)	-9	-0.1	17	29	-2	-5	5	-1	-2	-3	-0.8
O=S(=O)(c1cc(Cl)ccc1Cl)n1ccnc1	-1	-0.1	17	5	-1	-1	-1	/	-9	-21	0.3
CCN(Cc1ccccc1)S(=O)(=O)c1c(C(=O)N2CCCC2)c(C)n(C)c1C	1	-0.3	11	0	5	-7	-1	-3	-3	-30	0.2
COC(=O)Cn1c(CN2CCN(c3ccc(F)cc3)CC2)nc2c1c(=O)n(C)c(=O)n2C	/	0.1	9	2	-23	/	9	3	/	13	-2.2
CC(C)/C=N/Nc1nc(-c2ccc(Br)cc2)cs1	18	-0.3	-230	-229	-4	-6	0	-1	-50	-17	0.7
O=c1ccn([C@@H]2O[C@H](CNCc3ccc(-c4cc(C(F)(F)F)ccc4Cl)o3)[C@@H](O)[C@H]2O)c(=O)[nH]1	2	-0.3	14	-1	-5	-5	-1	/	7	-14	1.3
C=C(C)CSc1nc(N)cc(=O)[nH]1	2	-0.1	3	-5	2	/	-3	1	11	15	4.8

The order is random. About 3.5% of those tested had a hit in this group.
